Screening results from PubChem.
bIAP act = intestinal alkaline phosphatase (bovine) activation; actives 0.17% (n = 200,000); activation factor at 20 µM; purified bovine IAP, CDP-star luminescence, 30 min; active compounds read high; fold of DMSO-control signal, blank-subtracted;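 active = activation factor of 2 or more at 20 µM, a signal rise over negative controls twice the positive control's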
APP 5'UTR act = APP 5'UTR luciferase reporter activation | SH-SY5Y APP 5'UTR luciferase reporter, luminescence; zero percent = DMSO vehicle wells | activation, % at 2 µM | actives 1% (n = 190,000) | AID 1276;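 active = activation above a set limit, based on mean plus 3 SD of controls, cut at about 140% in these data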; also: values of inactives mirror those of a sister screen read the other way
TNAP inh hi DEA = inhibitors of human TNAP at high phosphate acceptor concentration; P05186; purified TNAP, CDP-star luminescence, 1 M DEA; inhibition, % at 20 µM; actives 0.03% (n = 200,000);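 active = over 50% inhibition of tissue-nonspecific alkaline phosphatase at 20 µM in the single-dose screen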;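 also: plate controls were DMSO wells for no effect and EDTA-quenched wells as full inhibition for full effect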
Target sequence (P05186 whole entry, looked up): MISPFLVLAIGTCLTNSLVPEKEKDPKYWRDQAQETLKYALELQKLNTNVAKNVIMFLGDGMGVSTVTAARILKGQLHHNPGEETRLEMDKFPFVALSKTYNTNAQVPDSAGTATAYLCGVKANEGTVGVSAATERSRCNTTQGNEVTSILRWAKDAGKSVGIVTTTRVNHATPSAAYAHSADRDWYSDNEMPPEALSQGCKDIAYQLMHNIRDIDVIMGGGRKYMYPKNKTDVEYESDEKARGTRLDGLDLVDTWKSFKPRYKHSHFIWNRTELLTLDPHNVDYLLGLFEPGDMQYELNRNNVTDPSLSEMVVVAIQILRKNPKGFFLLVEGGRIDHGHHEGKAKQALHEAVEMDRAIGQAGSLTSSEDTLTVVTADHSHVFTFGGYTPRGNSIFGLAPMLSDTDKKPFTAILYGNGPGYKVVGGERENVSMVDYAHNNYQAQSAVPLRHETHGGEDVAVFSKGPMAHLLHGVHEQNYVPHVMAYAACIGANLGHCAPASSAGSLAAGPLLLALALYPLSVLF
TNAP act hi DEA = increases human TNAP activity under high phosphate acceptor concentration; purified TNAP, CDP-star luminescence, 1 M DEA, 30 min; active compounds read high; 0 = EDTA background, 1 = DMSO-only activity; 200,000 tested, under 10 active; P05186; activation factor at 20 µM; AID 1136;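 active = activation factor at least 2 at 20 µM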
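Control set: EDTA negative control, DMSO positive control / Assay system: human TNAP / Quantity: TNAP 1/800 final / Evaluation: TNAP activation factor scaled between EDTA and DMSO control wells / Measured by: luminescent substrate turnover signal / Compound dosing: one dose, 20 µM / Times: 30 min enzyme reaction at room temperature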
PMI act satM6P = PMI (human) activation, high substrate; AID 1216; actives 0.34% (n = 190,000); coupled PMI enzyme assay, resazurin fluorescence, 20 min; active compounds read high; 1 = untreated enzyme, 0 = substrate-free blank; activation factor at 20 µM;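 active = activation factor of 2 or more at 20 µM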
Target sequence (P34949 whole entry, looked up): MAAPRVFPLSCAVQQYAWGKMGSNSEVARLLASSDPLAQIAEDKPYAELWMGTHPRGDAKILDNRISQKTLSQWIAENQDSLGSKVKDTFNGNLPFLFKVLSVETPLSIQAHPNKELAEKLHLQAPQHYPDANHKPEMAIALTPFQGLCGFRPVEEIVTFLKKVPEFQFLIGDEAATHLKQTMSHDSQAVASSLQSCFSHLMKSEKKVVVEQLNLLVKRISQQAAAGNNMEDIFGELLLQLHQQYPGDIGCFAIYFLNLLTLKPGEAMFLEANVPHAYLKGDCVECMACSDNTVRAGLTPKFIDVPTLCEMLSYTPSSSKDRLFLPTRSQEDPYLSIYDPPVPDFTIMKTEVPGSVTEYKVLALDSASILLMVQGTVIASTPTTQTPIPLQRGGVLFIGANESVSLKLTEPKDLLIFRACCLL
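Material: human phosphomannose isomerase with PGI, G6PDH, diaphorase coupling enzymes. Quantity: 15 ng/mL PMI. Medium: HEPES pH 7.4 buffer with MgCl2 and Tween-20. Reagent: Near-saturating mannose-6-phosphate, 1.0 mM. Compound: 20 µM single dose. Times: enzyme reaction with compound 20 min at room temperature. Detection: resorufin fluorescence at Ex 544/Em 590 nm.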
FLuc inh counter = counter-screen for luciferase assay inhibitors: firefly luciferase inhibition. inhibition, % at 10 µM. P08659. ATPLite firefly luciferase biochemical luminescence, 10 min. actives 1.5% (n = 200,000);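 active = inhibition above about 50% when tested at 10 µM, limit read from the data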
TNAP inh no acc = blocks human TNAP activity with no phosphate acceptor present; actives 0.26% (n = 200,000); purified TNAP, CDP-star luminescence, 30 min; inhibition, % at 20 µM; P05186; AID 1012;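 active = tissue-nonspecific alkaline phosphatase inhibition above about 50% at 20 µM in the single-dose screen, limit read from the data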;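 also: 0% = DMSO negative control and 100% = EDTA positive control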
NF-kB neuron act = compounds increasing NF-kB expression in human neuronal cells. actives 1.6% (n = 190,000). fold change at 12.5 µM. NF-kB reporter expression; active compounds read high; in the data active = fold change above about 3.3
PMI act = activators of human phosphomannose isomerase; purified human PMI, coupled resazurin fluorescence, 20 min; active compounds read high; 1 = vehicle control, 0 substrate-free wells; activation factor at 20 µM; actives 0.005% (n = 190,000);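 active = activation factor of 2 or more at 20 µM, relative to plate controls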
FLuc stim CS = firefly luciferase counter-screen for stimulation assays; P08659; ATPlite luciferase biochemical, luminescence, 10 min; 0 = ATP-free wells, 1 = DMSO control; activation factor at 10 µM; 200,000 tested, under 10 active;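 active = luciferase activation factor, scaled between plate controls, of at least 2 with compound at 10 µM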
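Assay system: Luciferase/luciferin detection reagent, cell-free biochemical luciferase assay / Read-out: luciferase activation / Benchmarks: No-ATP low control, compound-free enzyme-plus-ATP high control / Medium: PBS buffer for ATP / Detection: luminescence measurement of luciferase light output / Schedule: 10 min at ambient temperature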
The depositor's hits bear a star; x = no result given.

molecule	bIAP act	APP 5'UTR act	TNAP inh hi DEA	TNAP act hi DEA	PMI act satM6P	FLuc inh counter	TNAP inh no acc	NF-kB neuron act	PMI act	FLuc stim CS
CCCCn1nc2cc(C(=O)NCc3cc(C(F)(F)F)cc(C(F)(F)F)c3)ccc2c1OC	0.9	4	-6	1.1	0.9	-3	-17	0.97	0.8	1
O=C(CSc1nc(-c2ccc(F)cc2)cc(C(F)(F)F)n1)Nc1ccc2c(c1)OCO2	0.9	0	-2	1	0.9	-17	2	1.1	0.9	1.2
COc1ccc(/C=N/OCC(=O)N2CCCC2)c(OC)c1	1	-15	-4	1	0.9	-5	-4	1.2	1	1.1
CC(C)(C)C(=O)Nc1ccc(-c2cn3ccsc3n2)cc1	1	158*	-3	1	0.9	96*	-9	3.3*	0.9	0
O=C(Nc1ccc(N2C(=O)C3C4C=CC(C4)C3C2=O)cc1Cl)c1cccs1 (stereo not given)	1.4	6	-5	1	1	-8	-7	0.9	0.9	1.1
O=C1CC2CS(=O)(=O)CC2N1c1ccc(Oc2ccccc2)cc1 (stereo not given)	1	7	-5	1.1	1	1	-13	0.96	0.9	1
O=c1c2ccccc2nc(-c2ccccc2)n1Cc1ccccc1	1	32	1	1	1	-5	-17	1.4	1.1	1.1
CCOC(=O)c1oc2ccccc2c1NC(=O)c1ccc(S(=O)(=O)N2CCCC2)cc1	1	-25	1	1	1	1	-7	1.2	1	1
Nc1ccccc1SCC(=O)N1CCc2ccccc21	0.6	20	-2	1	0.9	9	-10	1.8	0.8	0.9
CC1(C)Cc2cccc(OCC(=O)Nc3cc(C(F)(F)F)ccc3N3CCOCC3)c2O1	1.1	-12	-11	1.1	1	1	-7	0.43	0.9	1
Cc1ccc(-c2nnc(SCC(=O)N/N=C/c3ccc(C)s3)n2-c2ccc(C)cc2)cc1	0.9	-1	12	0.9	1.1	-5	-2	0.93	0.9	1
Cc1ccc(NC(=O)CCOc2ccccc2C)cc1F	1	33	-4	1	0.9	0	-8	1.7	0.8	1
COc1ccc(C2N(c3ccccc3)C(=S)N3CCCN23)cc1 (stereo not given)	1	-17	-4	1	0.9	2	-12	0.97	1	1
Cc1ccc2nc(NC(=O)Cn3cc4c(n3)CCCCC4)sc2c1	0.9	13	-2	1	1	-4	-20	1.2	0.8	1
COc1cc(/C=N/NC(=O)c2ccc(-c3ccccc3)cc2)cc(OC)c1OC	0.7	-5	-3	1	1.1	1	-3	0.98	1	1
CC(=O)C(Sc1nc(-c2ccc(F)cc2)nc2c1c(=O)n(C)c(=O)n2C)C(C)=O	0.8	7	-7	1.1	1	-9	-8	1.2	0.9	1.1
Cc1ccnc(NC(=O)c2ccc(Cl)c(NC(=O)C(C)Oc3ccccc3)c2)c1 (stereo not given)	0.9	21	-6	1.1	0.9	0	-6	1.2	0.9	1
CC1=C(C)SC(=C(C#N)c2nnc(N3CCOCC3)n2-c2ccccc2)S1	1	x	-3	1	1.1	1	-6	x	1.1	1
CC(C)(C)NC(=O)CSc1nc(O)cc(=O)n1-c1ccccc1F	1	8	-2	1	0.9	-4	7	1.1	0.9	1
O=C(NC(CO)(CO)CO)c1coc(=O)c(Br)c1	0.9	0	0	1	1.2	5	-5	1.1	1.3	0.9
Cc1nc(-c2cnn(-c3ccccc3)c2)c2cc(C)oc2n1	0.9	-14	0	1	0.8	-6	-4	1.1	0.8	1.1
COc1cc(OC)cc(C(=O)n2nc(C)cc2C)c1	1.1	-18	4	1	0.9	2	0	1.2	0.9	1
CCCCOC(=O)Cn1c(=N)n(CCC)c2ccccc21	0.9	6	4	1	0.6	5	1	0.95	1	0.9
N=C1/C(=C\c2ccc(OCc3ccccc3)cc2)C(=O)N=C2SC(N3CCCC3)=NN12	1	7	5	1	1	-6	16	1.6	1	1.1
CCOC(=O)C1CCCN(C(=O)CN2C(=O)C(CC)Oc3ccc(C)cc32)C1 (stereo not given)	1	-3	3	1	1	-3	-5	1	0.9	1

A draw from above in order of SMILES length, rising.
molecule	bIAP act	APP 5'UTR act	TNAP inh hi DEA	TNAP act hi DEA	PMI act satM6P	FLuc inh counter	TNAP inh no acc	NF-kB neuron act	PMI act	FLuc stim CS
CCCCOC(=O)Cn1c(=N)n(CCC)c2ccccc21	0.9	6	4	1	0.6	5	1	0.95	1	0.9
COc1ccc(/C=N/OCC(=O)N2CCCC2)c(OC)c1	1	-15	-4	1	0.9	-5	-4	1.2	1	1.1
Cc1ccc2nc(NC(=O)Cn3cc4c(n3)CCCCC4)sc2c1	0.9	13	-2	1	1	-4	-20	1.2	0.8	1
COc1cc(/C=N/NC(=O)c2ccc(-c3ccccc3)cc2)cc(OC)c1OC	0.7	-5	-3	1	1.1	1	-3	0.98	1	1
O=C(Nc1ccc(N2C(=O)C3C4C=CC(C4)C3C2=O)cc1Cl)c1cccs1 (stereo not given)	1.4	6	-5	1	1	-8	-7	0.9	0.9	1.1
O=C(CSc1nc(-c2ccc(F)cc2)cc(C(F)(F)F)n1)Nc1ccc2c(c1)OCO2	0.9	0	-2	1	0.9	-17	2	1.1	0.9	1.2
CCCCn1nc2cc(C(=O)NCc3cc(C(F)(F)F)cc(C(F)(F)F)c3)ccc2c1OC	0.9	4	-6	1.1	0.9	-3	-17	0.97	0.8	1

More entries follow.
molecule	bIAP act	APP 5'UTR act	TNAP inh hi DEA	TNAP act hi DEA	PMI act satM6P	FLuc inh counter	TNAP inh no acc	NF-kB neuron act	PMI act	FLuc stim CS
O=C(C1=NN(c2ccccc2)C2C(=O)N(c3ccccc3)C(=O)C12)c1ccccc1 (stereo not given)	1.2	x	6	0.9	0.8	-4	-13	1.2	0.8	1
CCOc1c(OC)cccc1C1CC(=O)Nc2cc3c(cc21)OCCO3 (stereo not given)	1	-2	-2	1	0.9	-4	-12	1.2	0.9	1
Cc1ccc(CC2CC(=O)N(CCc3ccccc3)C2=O)cc1 (stereo not given)	1	-10	-1	1	1	-2	-3	1.2	0.9	1
S=c1[nH]nc(CNc2cccc(Cl)c2)o1	1.2	-15	0	1	0.9	-4	-28	1.3	1	1
O=C(CSc1nnc(SCc2ccc(Cl)cc2)s1)c1ccc2c(c1)OCO2	1.2	6	0	1	1	-4	-8	1.3	1	1
COc1ccc2c(c1)C(=O)N(c1ccccc1)C(=O)C2	0.9	0	-3	1	1.2	-6	-1	1	1.2	1.1
CN(C)c1ccc(CN2CCC(C(N)=O)CC2)cc1	1	-3	-7	1.1	0.9	-4	-12	1.1	0.8	1
NC(=O)CSc1nnc(-c2ccncc2)n1CCc1ccccc1	0.9	-11	-9	1.1	1	-8	-2	1.2	1.1	1.1
CC1CC(=O)N(c2ccc(NCCc3ccccc3)c([N+](=O)[O-])c2)C1=O (stereo not given)	1.1	-4	20	0.8	0.9	4	17	1.2	1	1
O=C(Nc1ccc(-c2nc3cc(NC(=O)c4cccs4)ccc3o2)cc1)c1cccs1	1	11	-5	1	1.1	-4	-6	1.1	1	1
O=c1cc(N2CCCCCC2)[nH]c(=O)n1-c1ccccc1Cl	1	17	-5	1.1	1.1	2	-9	1.1	1.1	1
CC(C)COC(=O)N(C)c1ccc(C(O)(C(F)(F)F)C(F)(F)F)cc1	0.9	-8	-6	1.1	0.9	-6	-6	1.1	0.9	1.1
Cc1ccc2c(c1)S/C(=C/c1ccc[n+](C)c1)N2CCO	0.4	6	15	0.8	0.9	0	7	0.73	0.9	1
CCN(CC)S(=O)(=O)c1ccc(N2CCOCC2)c(NC(=O)C2CCCC2)c1	1.1	-13	-3	1	1	0	-4	1.2	0.9	1
CCN(CC)c1ccc(/C=N/Nc2nc(C)cc(=O)[nH]2)c(O)c1	0.9	-85	2	1	0.9	25	-171	1.2	0.8	0.7
COc1ccc(-c2nsc3c(SCc4ccccc4)ncnc23)cc1	0.9	22	2	1	1	1	-2	1.1	1	1
CCOC(=O)C1CCN(c2cc(=O)n(-c3ccc(OC)cc3)c(=O)[nH]2)CC1	0.9	20	-1	1	0.9	-5	14	1.1	0.9	1
Cc1ccc(NC(=O)Cn2cccc2C2=NC(c3ccccc3)CO2)cc1C (stereo not given)	1.1	4	-4	1	0.9	-3	-1	1.1	1.1	1
CNC(=O)COc1ccc(C=O)cc1OC	0.8	-1	-5	1	1	-4	-10	1.1	1.1	1
Cc1ccc(C)c(NC(=S)NC(C)C(c2cccs2)N2CCOCC2)c1 (stereo not given)	0.6	5	-2	1	0.9	-5	-4	0.96	0.9	1.1
Cc1ccc(NC(=S)N(C)N)cc1Cl	0.9	11	0	1	0.9	-3	1	1.2	0.9	1
Cc1cc(C)n2nc(C(=O)N/N=C/c3ccccc3Cl)nc2n1	1.2	-13	-4	1	0.9	3	-4	0.31	0.8	1
C=CCN1C(=O)C2(NC(=O)c3ccccc3N2)c2ccccc21 (stereo not given)	0.9	2	-10	1.1	1	-10	-12	1.1	1	1.1
O=C(Nc1ccc2c(c1)OCCO2)C1CCN(S(=O)(=O)c2cccs2)CC1	1.1	-5	-3	1	1	-3	-20	2.5	1	1
